Screens (PubChem BioAssay)
Rev-erbA mod: modulators of Rev-erb alpha DNA binding, primary screen, biochemical, FITC-DNA, fluorescence polarization, uHTS | Nuclear receptor subfamily 1 group D member 1 (Homo sapiens), P20393 | Rev-erbα–FITC-DNA binding, 90 min | activity, % at 10 µM | 370,000 compounds, 0.79% hits | AID 1259318, 2017;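 active = activity above about 14%, limit read from the data; passing the limit was not always enough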;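 also: 0% = DMSO wells with 35 nM protein and 100% = DMSO wells with 750 nM protein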
Target sequence (P20393 whole entry, looked up): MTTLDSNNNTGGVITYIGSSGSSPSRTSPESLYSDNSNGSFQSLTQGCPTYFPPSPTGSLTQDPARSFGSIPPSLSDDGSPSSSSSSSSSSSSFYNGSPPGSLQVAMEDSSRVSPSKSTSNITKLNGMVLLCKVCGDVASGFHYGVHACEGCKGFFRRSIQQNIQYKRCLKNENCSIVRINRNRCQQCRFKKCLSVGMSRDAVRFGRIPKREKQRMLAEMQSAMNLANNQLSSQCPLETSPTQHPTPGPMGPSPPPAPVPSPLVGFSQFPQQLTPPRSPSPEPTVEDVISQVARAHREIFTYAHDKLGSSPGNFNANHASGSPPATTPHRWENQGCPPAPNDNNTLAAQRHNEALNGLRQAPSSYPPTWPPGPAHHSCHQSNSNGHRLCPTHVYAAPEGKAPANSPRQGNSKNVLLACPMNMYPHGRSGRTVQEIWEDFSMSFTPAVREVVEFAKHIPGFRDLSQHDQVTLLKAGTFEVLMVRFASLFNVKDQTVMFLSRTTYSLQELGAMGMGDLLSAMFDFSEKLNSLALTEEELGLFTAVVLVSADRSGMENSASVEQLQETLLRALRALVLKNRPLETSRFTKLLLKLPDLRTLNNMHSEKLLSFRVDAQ
Numbers without * were called inactive. This is a subset. The share of hits here may be higher or lower than overall.

SMILES | Rev-erbA mod
Cc1ccccc1OCC(O)CO (configuration not stated) | 6.8
CC[C@@H]1OC(=O)C[C@@H](O)[C@H](C)[C@@H](O[C@@H]2O[C@H](C)[C@@H](O)[C@H](N(C)C)[C@H]2O)[C@@H](CCN2C[C@H](C)C[C@H](C)C2)C[C@@H](C)C(=O)/C=C/C(C)=C\[C@@H]1CO[C@@H]1O[C@H](C)[C@@H](O)[C@@H](OC)[C@H]1OC | -5.2
CNS(=O)(=O)CCc1ccc2[nH]cc(C3CCN(C)CC3)c2c1 | -1.5
COc1ccc(-c2cc(C(F)F)nn2-c2ccc(S(N)(=O)=O)cc2)cc1F | -6.6
CCCCCCCCCCCCCCCC[N+](C)(C)Cc1ccccc1 | -0.8
CCOC(=O)[C@H](CCc1ccccc1)N[C@@H](C)C(=O)N1C(=O)N(C)C[C@H]1C(=O)O | 1.0
NS(=O)(=O)c1ccc(N2CCCCS2(=O)=O)cc1 | 1.9
CCCCC(=O)O[C@]1(C(=O)CO)[C@@H](C)CC2C3CCC4=CC(=O)C=C[C@]4(C)[C@@]3(F)C(O)C[C@@]21C (some centres not stated) | -4.0
CC(=O)OCC(=O)[C@@]1(O)CCC2C3CCC4=CC(=O)C=C[C@]4(C)[C@@]3(F)[C@@H](O)C[C@@]21C (some centres not stated) | -0.1
CCn1cc(C(=O)O)c(=O)c2cc(F)c(N3CCNC(C)C3)c(F)c21 (configuration not stated) | -0.7
COC(=O)C1=C(C)NC(C)=C(C(=O)OCCN2CCN(C(c3ccccc3)c3ccccc3)CC2)C1c1cccc([N+](=O)[O-])c1 (configuration not stated) | 5.9
CC[C@H](C)[C@H](N)C(=O)O | -3.4
Cc1ccccc1N1CCN(CCc2nnc3n2CCCC3)CC1 | -1.9
CC12CCC3C(=CCc4cc(O)ccc43)C1CCC2=O (configuration not stated) | -3.4
N#C/C(=C1/SCC(c2ccccc2Cl)S1)n1ccnc1 (configuration not stated) | -0.4

Part of the list above in order of SMILES length, smallest number first.
SMILES | Rev-erbA mod
Cc1ccccc1N1CCN(CCc2nnc3n2CCCC3)CC1 | -1.9
N#C/C(=C1/SCC(c2ccccc2Cl)S1)n1ccnc1 (configuration not stated) | -0.4
CNS(=O)(=O)CCc1ccc2[nH]cc(C3CCN(C)CC3)c2c1 | -1.5
CCn1cc(C(=O)O)c(=O)c2cc(F)c(N3CCNC(C)C3)c(F)c21 (configuration not stated) | -0.7
COc1ccc(-c2cc(C(F)F)nn2-c2ccc(S(N)(=O)=O)cc2)cc1F | -6.6
COC(=O)C1=C(C)NC(C)=C(C(=O)OCCN2CCN(C(c3ccccc3)c3ccccc3)CC2)C1c1cccc([N+](=O)[O-])c1 (configuration not stated) | 5.9
